GPR151 activ: activators of human GPR151, primary screen, cell-based, PathHunter beta-arrestin, luminescence; 650,000 tested, 1% active; activation, % at 11.2 µM; PathHunter beta-arrestin GPR151 cells; AID 1508602, 2020; in the data active = activation above about 4.9%;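 also: 0% = median of compound wells and 100% = cells with positive control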
MITF inh: MITF inhibitors, primary screen, biochemical, AlphaScreen, human | Microphthalmia-associated transcription factor (Homo sapiens), O75030 | AlphaScreen MITF homodimerization, bead proximity signal | inhibition, % at 2.6 µM | AID 1259374, 2018 | 650,000 tested, 0.91% active; in the data active = inhibition above about 50%;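 also: 0% = vehicle wells with protein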
TEAD-YAP inh: TEAD-YAP interaction inhibition, primary screen, TEAD-YAP interaction inhibitor project, luminescence, HEK-TIYL cells; AID 1259422, 2018; inhibition, % at 9.12 µM; 640,000 tested, 1.4% active; TEAD-Gal4/YAP UAS-luciferase luminescence; in the data active = inhibition above about 32%;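 also: 0% = median of test compound wells and 100% = reference inhibitor wells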
FBW7 activator: FBW7 E3 ligase activators, primary screen, biochemical, AlphaScreen, human; F-box/WD repeat-containing protein 7 (Homo sapiens), Q969H0; AlphaScreen FBW7–phospho-cyclin E peptide binding, activator screen; normalized activity (activation), % at 26.1 µM; 650,000 tested, 0.13% active; in the data active = normalized activity above about 1.9%;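 also: purified mutant Fbw7 with reduced substrate affinity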
Target sequence (Q969H0 whole entry, looked up): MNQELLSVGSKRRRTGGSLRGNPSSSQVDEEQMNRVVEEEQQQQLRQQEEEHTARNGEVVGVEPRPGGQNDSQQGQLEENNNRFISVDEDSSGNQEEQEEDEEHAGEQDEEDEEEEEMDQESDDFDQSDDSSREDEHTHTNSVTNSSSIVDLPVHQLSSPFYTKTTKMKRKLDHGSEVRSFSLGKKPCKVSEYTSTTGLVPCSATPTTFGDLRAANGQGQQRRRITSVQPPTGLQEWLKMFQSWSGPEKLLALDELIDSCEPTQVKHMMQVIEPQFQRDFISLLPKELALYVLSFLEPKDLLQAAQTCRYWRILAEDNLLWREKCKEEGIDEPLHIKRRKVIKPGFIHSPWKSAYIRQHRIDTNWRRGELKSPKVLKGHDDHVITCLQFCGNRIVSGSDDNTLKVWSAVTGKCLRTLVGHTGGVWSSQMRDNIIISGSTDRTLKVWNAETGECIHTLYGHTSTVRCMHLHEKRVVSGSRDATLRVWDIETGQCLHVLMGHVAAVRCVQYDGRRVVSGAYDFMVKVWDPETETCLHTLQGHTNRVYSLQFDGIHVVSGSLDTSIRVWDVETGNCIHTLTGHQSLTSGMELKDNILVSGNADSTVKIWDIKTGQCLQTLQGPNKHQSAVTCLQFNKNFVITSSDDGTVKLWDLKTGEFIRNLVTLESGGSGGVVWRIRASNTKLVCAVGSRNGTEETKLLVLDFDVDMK
Active calls of the source: *; . = no result given.

canonical_smiles	GPR151 activ	MITF inh	TEAD-YAP inh	FBW7 activator
O=C(O)c1cc([N+](=O)[O-])ccc1N1CCCCC1	-0.1	17	17	0.0
COc1cc(C(=O)n2c(SCc3ccc(F)cc3)nc3ccccc32)cc(OC)c1OC	-3.5	-5	-67	-0.1
Nc1nnc(SCC(=O)OCC(=O)N2CCCCC2)s1	-1.0	3	10	-0.1
Cc1cc(C)cc(N(CC(=O)O)S(=O)(=O)c2c(C)n[nH]c2C)c1	-0.8	5	-13	-0.1
COc1ccc(N(CC(=O)O)S(=O)(=O)c2ccccc2)c(OC)c1	-0.4	21	7	0.2
COCc1ccc(C(=O)NCc2nnc3n2CCN(Cc2cccc(F)c2F)CC3)o1	0.1	-1	4	0.0
CCN(CC)C(=O)NC(c1cccc(OC)c1OC)c1nccn1C (stereo not drawn)	0.0	8	3	-0.1
COC(=O)c1ccccc1N=C/C(C(C)=O)=C(\O)c1ccccc1	-0.6	14	-5	0.1
O=C(Nc1ccccc1C(F)(F)F)c1cc2n(n1)C(C(F)(F)F)CC(c1ccc(Cl)cc1)N2 (stereo not drawn)	1.4	-7	12	0.1
NS(=O)(=O)c1ccc(NC(=O)c2ccc(COc3ccccc3Cl)o2)cc1	0.9	3	12	0.2
CCOc1cc(C(=O)Nc2ccc3c(c2)oc2ccccc23)cc(OCC)c1OCC	0.8	-4	2	0.0
O=C(Cc1ccc(F)cc1Cl)N1CCC2(CC1)CC(O)(c1ccc(F)cc1)CO2 (stereo not drawn)	0.1	-7	5	-0.1
CCCCC(=O)Nc1cccc(NC(=O)Cc2ccccc2)c1	-0.2	10	-1	0.1
C=CCn1cc(/C=C2/NC(=O)N(CC)C2=O)c2ccccc21	0.2	19	22	0.3
N#Cc1cccc(-c2ccc3c(c2)COC2(CCNCC2)O3)c1	-0.5	8	-3	0.3
CCCCCCSc1nnc2c(n1)OC(c1ccc(OCC(=O)O)cc1)Nc1ccccc1-2 (stereo not drawn)	0.2	2	5	-0.1
Cn1sc2cc([N+](=O)[O-])cc([N+](=O)[O-])c2c1=O	3.0	-3	16	-0.1
O=C(O)c1ccc(NC(CS(=O)(=O)Cc2cccc(Cl)c2)C(=O)O)c([N+](=O)[O-])c1 (stereo not drawn)	-0.3	1	1	0.0
COc1ccc(NC(=O)CSc2nnc(-c3cccc(N)c3)n2C)cc1	-1.1	12	4	0.4
CCN(CC)C(=O)C1CCCN(Cc2ccc3c(c2)CN(C2CCSCC2)CCO3)C1 (stereo not drawn)	0.5	4	10	-0.2

Shown as labelled records: 4 of the compounds above
molecule: CCN(CC)C(=O)C1CCCN(Cc2ccc3c(c2)CN(C2CCSCC2)CCO3)C1 (stereo not drawn)
- GPR151 activ = 0.5
- MITF inh = 4
- TEAD-YAP inh = 10
- FBW7 activator = -0.2

molecule: COC(=O)c1ccccc1N=C/C(C(C)=O)=C(\O)c1ccccc1
- GPR151 activ = -0.6
- MITF inh = 14
- TEAD-YAP inh = -5
- FBW7 activator = 0.1

molecule: O=C(O)c1cc([N+](=O)[O-])ccc1N1CCCCC1
- GPR151 activ = -0.1
- MITF inh = 17
- TEAD-YAP inh = 17
- FBW7 activator = 0.0

molecule: O=C(O)c1ccc(NC(CS(=O)(=O)Cc2cccc(Cl)c2)C(=O)O)c([N+](=O)[O-])c1 (stereo not drawn)
- GPR151 activ = -0.3
- MITF inh = 1
- TEAD-YAP inh = 1
- FBW7 activator = 0.0

(list continues)
canonical_smiles	GPR151 activ	MITF inh	TEAD-YAP inh	FBW7 activator
O=c1c2ccccc2nc(/C=C/c2c[nH]c3ccccc23)n1CCO	-0.2	11	-15	0.0
CCOC(=O)N1CCN(C(=O)c2ccc3c(=O)n(Cc4ccccc4Cl)c(=S)[nH]c3c2)CC1	0.5	12	-2	0.8
COc1ccccc1-n1cc(CN2CCCC(CNC(=O)c3ccc4c(c3)OCO4)C2)cn1 (stereo not drawn)	-1.1	11	5	0.2
CC1C(=O)CCN(C)C1c1ccccc1 (stereo not drawn)	0.2	-2	1	0.1
O=C(Nc1cc([N+](=O)[O-])ccc1N1CCCCC1)c1cccs1	-1.6	8	-1	-0.1
Cc1ccc(OCC(=O)Nc2ccc(N(C)C)cc2)cc1C	-0.6	5	-12	0.4
CN(CC1COCCO1)C(=O)CCc1nnc(Cc2cccc(C(F)(F)F)c2)o1 (stereo not drawn)	-0.1	-4	-40	0.2
CCOC(=O)c1ccc(N2C(=S)N=C(Nc3cccc(C)c3)C23CCCCC3)cc1	0.8	12	-1	0.4
Cc1cncc2cccc(NC3CCN(C(=O)C(N)c4ccc(F)cc4F)C3)c12 (stereo not drawn)	-0.5	15	17	0.1
Cc1ccc(C(=O)On2c(-c3ccccc3F)nc3ccccc3c2=O)cc1C	-0.7	-5	-4	0.2
Cn1c2c(c(=O)n(C)c1=O)C(c1ccc([N+](=O)[O-])cc1)C1=C(N2)c2ccccc2C1=O (stereo not drawn)	-0.1	-6	-2	-0.1
O=C(c1ccc2c(c1)OCO2)N1CCN=C1SCc1ccccc1F	0.4	1	-9	0.0
O=C(CCOc1ccccc1)Nc1cnn(CC(=O)N[C@H]2CCCCNC2=O)c1	0.6	3	-7	0.0
CN(C)S(=O)(=O)c1ccc(C(=O)Nc2c(C(N)=O)oc3ccccc23)cc1	1.8	-2	10	0.0
COc1ccc(CC(=O)N2N=C3CCCCC3C2(O)C(F)(F)F)cc1 (stereo not drawn)	3.1	8	-5	1.0
CCCCN1C(=O)S/C(=C\c2ccc(O)c(I)c2)C1=O	2.6	16	-4	-0.2
CCn1c(N)c(C(=O)NC2CCCC2)sc1=S	0.7	-5	1	-0.1
COC(=O)c1ccc(OC(=O)CCN2C(=O)c3ccccc3C2=O)cc1	1.0	-4	4	0.3
COc1cc(/C=C2/C(=N)N3C(c4ccccc4)=CSC3=NC2=O)ccc1OCCOc1cc(C)cc(C)c1	-1.2	12	1	0.0
CC(C)C(NC(=O)COc1cccc(Br)c1)C(=O)O (stereo not drawn)	-1.2	-6	-6	-0.1
CN(C)CCOC(=O)C1(c2ccccc2)CCCC1	0.0	-3	-1	-0.1
CCOC(=O)c1c(NC(=O)COc2ccc(F)cc2)sc2c1CCCCC2	-0.6	-5	-4	0.1
O=C(Nc1nnc(-c2ccccc2Cl)o1)C1=COCCO1	1.4	7	-19	-0.2
CC1=C(C(=O)OCCOc2ccccc2)C(c2cccc(O)c2)C2=C(CC(c3ccccc3)CC2=O)N1 (stereo not drawn)	14*	8	6	1.8
CC(Oc1ccccc1)C(=O)NCCN1CCOCC1 (stereo not drawn)	-0.5	-1	5	0.3
CCCS(=O)(=O)N1CC(=O)N(c2ccccc2OC)C(C)(C(=O)NC2CCCC2)C1 (stereo not drawn)	6.0*	4	-2	0.2
CCNc1nc(NCC)nc(NNC(=S)Nc2ccc(OCC)cc2)n1	1.7	19	8	0.0
COc1ccc(CCNc2nc(Nc3ccc(N4CCOCC4)cc3)nc3c2ncn3-c2ccsc2)cc1	1.1	17	62*	-0.2
COc1ccc(/C=C/C(=O)NC2CC3CCC2C3)cc1 (stereo not drawn)	1.4	1	-38	-0.1
CN(C)CCCNS(=O)(=O)c1ccc(NCCc2ccc(Cl)cc2)c([N+](=O)[O-])c1	1.0	0	5	-0.3
Cc1nnc2sc(/C=C/c3ccccc3)nn12	-6.3	-3	-42	0.2
C=CCNc1nc(Nc2ccc(C)c(C)c2)c2cnn(C)c2n1	-0.1	1	5	0.0
COc1ccc(CNC(=O)c2cc(Sc3ccc(F)cc3)nc3ccccc23)cc1	0.3	1	9	0.0
COc1cccc(C2NC(=S)NC(C)=C2C(=O)Nc2ccccc2)c1 (stereo not drawn)	-0.8	8	0	-0.2
COc1ccc(C2=NN3C(C2)c2cc(Cl)ccc2OC3c2ccc(SC)cc2)cc1 (stereo not drawn)	-1.7	14	-59	-0.1
Cn1nc(C(=O)OCC(N)=O)c2ccccc2c1=O	0.3	-5	-6	0.1
CCOc1ccc(NC(=O)C2=C(C)NC(=O)NC2c2cc(OC)c(OC)c(OC)c2)cc1 (stereo not drawn)	-1.9	50	4	0.2
CCc1ccccc1NC(=O)CN(c1ccc(Cl)cc1Cl)S(C)(=O)=O	-1.7	16	2	-0.1
CC(C)C(=O)N(c1ccc(C(C)C)cc1)C1C=CS(=O)(=O)C1 (stereo not drawn)	1.7	-12	-5	-0.1
CC(Oc1ccc(Cl)cc1)C(=O)NNCc1ccccc1O (stereo not drawn)	-2.2	6	8	-0.1
Cn1c(-c2ccc(Br)cc2)cnc1NC(=O)c1ccccc1	-1.0	6	-31	-0.8
COC(=O)c1ccc(/C=N/Nc2nc(C)cc(=O)[nH]2)cc1	-1.8	17	9	0.1
CC(Nc1n[nH]c(=O)[nH]c1=O)C(=O)N/N=C/c1c(Cl)cccc1Cl (stereo not drawn)	-0.9	3	3	0.1
C/C(CC(=O)NCCc1ccccc1)=N\NC(=O)COc1ccc(Br)c(C)c1	-1.5	12	6	0.2
COC(=O)[C@@H](NC(=O)C1CC(Cc2ccc(F)cc2)=NO1)C(C)C (stereo partly drawn)	0.6	9	1	0.2
CCN(CC)C(=O)C1(C)CSC(=S)S1 (stereo not drawn)	-0.8	4	1	-0.4
Clc1cccc(Cl)c1OCCN1CCOCC1	0.4	39	-1	-0.2
O=C1OC(c2cc(F)c(F)cc2Cl)=N/C1=C\c1cccc(Cl)c1	1.2	11	12	0.4
O=C(CSc1nc2ccccc2s1)Nc1nncs1	-0.7	-12	-8	-0.1
COc1ccc(-c2cc(C(F)(F)F)n3nc(C(=O)NCc4ccc5c(c4)OCO5)cc3n2)cc1OC	0.4	-5	-3	-0.1
Cc1ccc(C(=O)c2coc3ccc(Cl)cc3c2=O)cc1	2.6	9	-44	0.2
O=C(Nc1ccc(-c2cscn2)cc1)C1CCCN(C(=O)Cn2cccn2)C1 (stereo not drawn)	1.6	-1	-3	0.0
COc1ccc(NC(=O)CSc2ncnc3c2nnn3-c2ccc(C)cc2)cc1	-0.3	12	4	0.0
O=C(NC1CC1)c1scc2c1OCCO2	-0.5	19	5	0.0
Cc1ccc2nc(NC(=O)c3cc(-c4ccc(Cl)s4)nc4ccccc34)sc2c1	-0.3	12	0	0.0
COc1ccc(CCNC(=O)CCn2c(SCc3ccc([N+](=O)[O-])cc3)nc3cc4c(cc3c2=O)OCO4)cc1OC	1.0	10	-5	0.0
Cc1c(C)n(C(=O)CN2CCN(Cc3ccc4c(c3)OCO4)CC2)c2ccccc12	0.9	10	7	0.1
O=C(c1cccc(F)c1)N1CCN(c2ccc(Nc3cccnc3)nn2)CC1	0.7	-3	11	0.1
Cc1cc(=O)[nH]c(-n2nc(C)c(CCC(=O)N3CCN(c4ccccc4)CC3)c2C)n1	-0.6	2	10	-1.1
CC(=O)Nc1ccc2[nH]c(C)c(C/C=C(\C)Cl)c(=O)c2c1	0.7	5	0	-0.1

(listing goes on)
canonical_smiles	GPR151 activ	MITF inh	TEAD-YAP inh	FBW7 activator
O=C(NCc1ccccc1)c1cncc(-c2cccs2)c1	0.8	-13	2	-0.1
COc1ccc(/C=C2/NC(=O)N(c3cccc(Cl)c3)C2=O)cc1OC	0.1	17	2	0.0
CC1CN(CC(=O)NCc2cc(-c3ccccc3)on2)Cc2ccccc2O1 (stereo not drawn)	0.9	-4	-6	0.2
Cc1cccc(N(CC(=O)Nc2ccc(Cl)cc2)S(=O)(=O)c2ccccc2)c1C	-0.4	-2	-2	0.3
CC(=O)c1ccc(NC(=O)C(C)N(C)CC(=O)Nc2ccc(Cl)cc2)cc1 (stereo not drawn)	-1.0	4	16	0.1
O=C(Cc1cccs1)N/N=C\c1ccccc1	-0.4	9	-14	0.2
COCCOC1CCN(c2nc3nonc3nc2NCc2cccs2)CC1	1.7	9	0	0.4
CCOC(=O)CC(NS(=O)(=O)c1cc(OC)ccc1OC)c1ccc(C)cc1 (stereo not drawn)	-0.8	4	6	0.2
N#Cc1c(C(F)(F)F)cc(-c2ccccc2)nc1SCC(=O)Nc1nc(-c2ccccc2)cs1	-0.7	15	11	0.4
O=C(c1ccc2c(c1)OCO2)N1CCCCC1	-0.9	-11	.	1.5
CN1CCNC(=O)C1CC(=O)NCC1(c2ccccc2)CCCCC1 (stereo not drawn)	-0.3	-15	0	-0.1
COc1ccccc1C(=O)N/C(=C/c1ccccc1)C(=O)NC(CC(C)C)C(=O)O (stereo not drawn)	0.1	6	12	0.0
Cc1ccc(C(=O)N2CCC(C3(CCC(C)C)NC(=O)N(CCN(C)C)C3=O)CC2)cc1 (stereo not drawn)	0.9	-11	-2	-0.1
CC(C)=CC(=O)Nc1sc2c(c1C#N)CCCC2	-0.8	-2	-72	0.1

Grouped by structure: the compounds so far containing a cyano group.
canonical_smiles	GPR151 activ	MITF inh	TEAD-YAP inh	FBW7 activator
N#Cc1cccc(-c2ccc3c(c2)COC2(CCNCC2)O3)c1	-0.5	8	-3	0.3
N#Cc1c(C(F)(F)F)cc(-c2ccccc2)nc1SCC(=O)Nc1nc(-c2ccccc2)cs1	-0.7	15	11	0.4
CC(C)=CC(=O)Nc1sc2c(c1C#N)CCCC2	-0.8	-2	-72	0.1

Not a hit list. Share with any hit: about 3.4%.
